Screening data deposited in PubChem by Broad Institute.
RAD52 inh: inhibitors of human RAD52 DNA annealing | inhibition, % at 18.7 µM | recombinant RAD52 DNA annealing, FRET fluorescence | AID 651710 | 0.46% of 360,000 active | P43351;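 active means every replicate showing at least 50% inhibition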
S100A4 MyoIIA: inhibitors of human S100A4 binding to myosin IIA peptide; P26447; S100A4/TAMRA-MyoIIA peptide fluorescence polarization; inhibition, % at 10.7 µM; 0.14% of 360,000 active; AID 652163;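 active means mean inhibition of at least 70% across replicates, with every replicate also reaching that level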
Target sequence (P26447 whole entry, looked up): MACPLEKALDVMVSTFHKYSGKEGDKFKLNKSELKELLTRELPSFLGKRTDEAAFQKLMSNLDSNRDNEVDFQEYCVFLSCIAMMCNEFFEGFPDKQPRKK
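Compound dosing: one dose per compound; test system: human S100A4 monomer with TAMRA-labelled myosin IIA peptide; probe or stimulus: TAMRA-labelled myosin IIA heavy-chain peptide probe, 5 nM; medium: HEPES buffer with Ca2+, pH 7.2; schedule: 5 min incubation before reading; benchmarks: neutral control DMSO, positive control TFP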
EWS-Fli inh: EWS/Fli transcriptional activity inhibition; 0.67% of 350,000 active; inhibition, % at 12.6 µM; AID 651661; A673 NR0B1-luciferase reporter, viability-normalised;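 active means mean inhibition of at least 50% after viability correction, with every replicate also passing that limit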;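 further: firefly luciferase signal divided by Alamar Blue viability fluorescence both relative to DMSO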
RAD54 inh: RAD54 (human) branch migration inhibition; Q92698; RAD54 Holliday junction branch migration, FAM/BHQ fluorescence; inhibition, % at 10.4 µM; 0.14% of 360,000 active; AID 602329;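 active means mean normalized replicate activity at least 40 and at least half of replicates scoring 40 or more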;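 further: 0% = median of neutral control wells and 100% = median of positive control wells; inhibitors cause a drop in the FAM fluorescence signal; in these data hits start at about 50%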
Target sequence (Q92698 whole entry, looked up): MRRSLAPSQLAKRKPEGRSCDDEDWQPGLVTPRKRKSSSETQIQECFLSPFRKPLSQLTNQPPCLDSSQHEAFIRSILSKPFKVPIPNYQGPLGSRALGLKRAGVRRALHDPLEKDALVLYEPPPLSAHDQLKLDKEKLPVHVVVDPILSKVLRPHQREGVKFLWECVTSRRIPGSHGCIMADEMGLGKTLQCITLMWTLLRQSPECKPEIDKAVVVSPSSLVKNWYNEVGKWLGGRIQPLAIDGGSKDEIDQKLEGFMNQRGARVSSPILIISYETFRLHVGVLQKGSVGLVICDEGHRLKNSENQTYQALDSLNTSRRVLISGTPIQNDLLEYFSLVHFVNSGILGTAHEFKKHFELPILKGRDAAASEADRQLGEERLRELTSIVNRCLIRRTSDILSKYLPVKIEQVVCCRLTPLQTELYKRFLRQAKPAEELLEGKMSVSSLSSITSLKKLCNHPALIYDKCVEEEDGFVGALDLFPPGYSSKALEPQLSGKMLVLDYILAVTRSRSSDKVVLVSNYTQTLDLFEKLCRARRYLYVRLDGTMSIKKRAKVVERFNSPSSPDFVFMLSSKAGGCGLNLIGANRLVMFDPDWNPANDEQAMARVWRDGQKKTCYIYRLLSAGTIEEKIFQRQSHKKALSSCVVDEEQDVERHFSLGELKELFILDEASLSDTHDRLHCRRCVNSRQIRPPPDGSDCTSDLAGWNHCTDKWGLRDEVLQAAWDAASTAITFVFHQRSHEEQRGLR
FN deposition inh: fibronectin deposition inhibition. AH1F fibroblasts, Alexa488-fibronectin deposition fluorescence, overnight. inhibition, % at 12.6 µM. 0.086% of 350,000 active;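 active means mean inhibition across replicates of 30% or more, regardless of how many single replicates reach that level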;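 further: positive control wells lacked labelled fibronectin entirely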
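Material – AH1F fibroblast monolayer, labelled fibronectin deposition · Reagent – labelled fibronectin 24 nM · Timing – 1 h adhesion, overnight exposure · Measured by – fluorescence at 485 nm excitation, 525 nm emission · Read-out – inhibition of fibronectin deposition signal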
E-sel inducer: induces E-selectin expression in human endothelial cells; P16581; HUVEC E-selectin immunofluorescence imaging; normalized: neutral wells 0, TNF-alpha wells 100; activation, % at 7.58 µM; 0.37% of 260,000 active;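 active means mean E-selectin-positive cell signal at least 10% of the positive control, reached in at least 60% of replicates, without over 20% cell loss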;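 further: in these data hits start at about 27%; measured in HUVEC primary endothelial cells; signal is the percent of cells scored E-selectin positive by PE staining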
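Test system: HUVEC | Signal: Immunofluorescence imaging | Read-out: Percent E-selectin-positive cells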
Xi reactivation: X-chromosome reactivation activator. XiGFP mouse fibroblasts, % GFP-positive cells imaging, 3 d; cells co-treated with 5-aza-dC sensitizer; scaled so ellipticine positive control = 100%. activation, % at 7.58 µM. 0.055% of 360,000 active;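 active means mean normalized replicate activation at least 10% and every replicate at or above 10%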;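 further: 0% = median of on-plate neutral control wells and 100% = ellipticine 6 µM median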
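Assay system – SV40-immortalized XiGFP fibroblast cells, line 68-5-11 · Buffer or medium – DMEM supplemented with 5-aza-dC as sensitizing agent · Dosing – one concentration, pinned · Benchmarks – positive control ellipticine, 6 µM final · Times – 3 days compound exposure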
esBAF inh: blocks esBAF chromatin remodeling in mouse ES cells; AID 602393; reporter increase, % at 12.5 µM; 2% of 350,000 active; Bmi1-luciferase knock-in reporter, 24 h; 100% = twice the neutral-well signal; in the data active means activation above about 40%;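 further: 0% = median of the plate's neutral control wells and 100% = double that signal; a rise in the Bmi1 reporter signal indicates esBAF inhibition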
Numbers without * were called inactive; · = no result given; & = joins results of further samples.

Preview (three entries):
SMILES	RAD52 inh	S100A4 MyoIIA	EWS-Fli inh	RAD54 inh	FN deposition inh	E-sel inducer	Xi reactivation	esBAF inh
CNC[C@@H]1Oc2cc(C#Cc3ccccc3)ccc2S(=O)(=O)N([C@H](C)CO)C[C@H]1C	7	-4	12	10	11	0.2	-1.2	3
CC1(C)OC(=O)C2=C(C[C@@H](CCc3ccccc3)O[C@@H]2c2ccc(F)cc2)O1	10	-1	0	·	-1	0.1	-0.1	·
CCOC(=O)CC(NC(=O)c1ccccc1)c1ccc(OC)cc1 (configuration not stated)	2	-3	-4	·	-16	0.3	0.0	4

All compounds of this part (from the top)
SMILES	RAD52 inh	S100A4 MyoIIA	EWS-Fli inh	RAD54 inh	FN deposition inh	E-sel inducer	Xi reactivation	esBAF inh
CNC[C@@H]1Oc2cc(C#Cc3ccccc3)ccc2S(=O)(=O)N([C@H](C)CO)C[C@H]1C	7	-4	12	10	11	0.2	-1.2	3
CC1(C)OC(=O)C2=C(C[C@@H](CCc3ccccc3)O[C@@H]2c2ccc(F)cc2)O1	10	-1	0	·	-1	0.1	-0.1	·
CCOC(=O)CC(NC(=O)c1ccccc1)c1ccc(OC)cc1 (configuration not stated)	2	-3	-4	·	-16	0.3	0.0	4
Cc1ccc(C)c(NNC(N)=S)c1	-3	-1	5	6	·	·	0.1	-4
COc1cc(/C=C/c2cc(C(F)(F)F)[nH]c(=O)n2)cc(OC)c1OC	-98	7	5	·	5	·	0.4	8
CCN(CC)C(=O)n1c(Cc2ccccc2)nc2ccccc21	-2	2	12	-5	2	0.0	0.0	-6
COc1ccc(CN(C)C[C@@H]2OCCCC[C@@H](C)Oc3ccc(NC(=O)c4ccncc4)cc3C(=O)N([C@H](C)CO)C[C@@H]2C)cc1	12	-4	-6	-3	-11	0.0	0.0	-1
Cc1cccc(/C=N/n2c(COc3ccccc3)n[nH]c2=S)c1	1	1	-1	-1	0	0.4	-0.1	4
CCCCC(=O)NC(=S)Nc1ccc(Cl)c(C(=O)O)c1	-6	-1	-10	-16	3	·	0.1	3
O=C(NC1=C(Nc2ccc(Cl)cc2)C(=O)c2ccccc2C1=O)c1ccccc1	11	-2	-8	·	-9	0.2	0.0	·
CCOC(=O)c1ccc(NC(=O)CSc2ccc(-c3cccnc3)nn2)cc1	-12	-1	-3	-4	-4	0.2	0.1	25
COc1ccc2c3c([nH]c2c1)[C@H](CO)N(C(=O)CN(C)C)CC31CCN(CC2CCCC2)CC1	34	-11	2	·	·	-0.2	0.3	·
CO[C@@H]1CN(C)C(=O)c2cc(NS(=O)(=O)CC(F)(F)F)ccc2OC[C@H](C)N(Cc2nccs2)C[C@@H]1C	10	·	2	-18	-14	0.1	0.1	-10
Clc1cccc(CSc2nnc(-c3cccnc3)n2Cc2ccco2)c1	-3	-4	0	·	·	·	·	-5
CCc1c(O)nc2ccccn2c1=O	·	·	·	-4	-5	·	-0.1	0
C=CCc1ccc(OCC(O)COc2ccc(CC=C)cc2OC)c(OC)c1	·	-17	·	-5	7	·	·	-7
Cc1c(CCOC(=O)c2cccc([N+](=O)[O-])c2)sc[n+]1CC(=O)c1ccccc1	10	1	-7	·	6	·	-0.1	·
CCOC(=O)C1=CCN(S(=O)(=O)c2ccc(C)cc2)[C@H]1c1ccccc1Cl	-1	4	10	14	-10	0.0	0.0	-6
COCCNC(=O)c1cc(-c2ccccc2C)n(CC2CC(c3cccc([N+](=O)[O-])c3)=NO2)n1 (configuration not stated)	-9	1	11	-1	-3	0.2	0.0	7
COc1cc(/C=C(\NC(C)=O)C(=O)Nc2ccccc2C)ccc1OC(C)=O	-29	-8	-3	-7	9	·	0.0	·

Some of these compounds in order of the RAD52 inh value, lowest first.
Compound	RAD52 inh
COCCNC(=O)c1cc(-c2ccccc2C)n(CC2CC(c3cccc([N+](=O)[O-])c3)=NO2)n1 (configuration not stated)	-9
CO[C@@H]1CN(C)C(=O)c2cc(NS(=O)(=O)CC(F)(F)F)ccc2OC[C@H](C)N(Cc2nccs2)C[C@@H]1C	10
COc1ccc2c3c([nH]c2c1)[C@H](CO)N(C(=O)CN(C)C)CC31CCN(CC2CCCC2)CC1	34

Next part:
SMILES	RAD52 inh	S100A4 MyoIIA	EWS-Fli inh	RAD54 inh	FN deposition inh	E-sel inducer	Xi reactivation	esBAF inh
CC(C)NC(=O)N1C[C@H]2[C@@H](c3ccccc31)[C@H](CO)N2C(=O)Nc1cccc(F)c1	-11	-3	-1	5	·	-0.3	0.1	-4
O=C(Nc1cc(F)ccc1F)N[C@H]1CC[C@H](CCn2cc(C3CCCCC3)nn2)O[C@@H]1CO	-4	14	18	4	7	-0.2	0.1	9
O=C1/C(=C/c2ccccc2Cl)SC(=S)N1CCCC(=O)N(CCO)c1ccccc1	-8	2	·	-7	·	-0.2	0.0	-20
CCCCNC(=O)c1nc(C2CCN(S(=O)(=O)c3cccc(C(F)(F)F)c3)CC2)oc1-c1cccc(C(F)(F)F)c1	-23	-2	-3	3	-5	0.3	0.3	0
O=C(CSc1nc2ccccc2[nH]1)Nc1ccccc1F	-1	-2	-7	5	·	·	·	-2
COc1ccccc1NS(=O)(=O)c1cc(-c2cnc(C3CC3)o2)ccc1C	10	1	31	14	3	0.4	0.0	-17
O=C(NCc1ccc(OC(F)(F)F)cc1)c1ccc2c(c1)S(=O)(=O)c1ccccc1C2=O	1	2	6	6	-2	-0.2	0.3	5
Cc1cc(C(=O)NC2CCCN(Cc3ccc(Cl)cc3)C2)n(C)n1 (configuration not stated)	-27	-7	11	-3	·	-0.1	0.2	0
CC1CCCN(C(=O)COC(=O)c2cccc(NS(=O)(=O)c3ccccc3)c2)C1 (configuration not stated)	-9	11	4	-16	-7	-0.1	0.1	-4
C=CCN(CC=C)C(=O)C1CCN(Cc2ccc(OCc3ccccc3)cc2)CC1	1	-1	-19	2	-4	0.0	0.0	5
C/C=C/c1cnc2c(c1)C(=O)N([C@@H](C)CO)C[C@@H](C)[C@H](CN(C)C(=O)NC1CCCCC1)O2	4	-58	-14	-9	-14	0.2	-0.1	2
CCC(=O)Nc1cccc(-c2nc3ccc(C)cc3o2)c1	1	2	-60	-3	0	2.3	0.0	40
C[C@H]1CN([C@@H](C)CO)C(=O)CCCn2nncc2CO[C@@H]1CN(C)C(=O)Nc1ccnc(N2CCOCC2)c1	-10&0	-2&6	1&0	1&0	-2&9	0.1	-0.1	0&1
Cc1ccc(C(=O)N/C(=C\c2ccco2)C(=O)NCCc2c[nH]c3ccccc23)cc1	-47	0	6	·	-9	·	-0.1	·
Fc1ccccc1Nc1nc2ccccc2o1	-14	-10	6	-33	-5	0.1	-0.1	-4
Cc1cccc(NC(=O)CN2CCN(C(=O)C3CCCO3)CC2)c1C (configuration not stated)	-14	-5	8	-4	·	0.0	0.0	3
CCCCc1ccc(NC(=O)N2CCNC(=O)C2CC(=O)Nc2ccsc2C(=O)OC)cc1 (configuration not stated)	-1	2	6	11	-2	·	0.0	·
CC(=O)Nc1ccc(OCC[n+]2cccc(C(N)=O)c2)cc1	2	-2	-2	3	-5	-0.7	0.0	·
CN1CCN(c2ccc(C(=O)c3ccc(Br)cc3)cc2[N+](=O)[O-])CC1	19	0	6	·	·	·	0.1	·
C[C@H](CO)N1C[C@H](C)[C@H](CN(C)CC2CCCCC2)Oc2ccc(NS(=O)(=O)c3cn(C)cn3)cc2CC1=O	14	-6	-2	-6	·	-0.1	0.1	-4
CC(C)[C@H](NS(=O)(=O)c1ccc2c(c1)OCCO2)C(=O)OCC(=O)Nc1ccccc1Cl	-1	1	-17	·	-2	-2.7	1.1	·
C[C@@H]1CN([C@H](C)CO)C(=O)c2cc(NC(=O)CCCN(C)C)ccc2O[C@@H](C)CCCCO[C@@H]1CN(C)Cc1ccccc1	·	·	-6	·	8	-0.2	-0.2	0
CN1CCN(S(=O)(=O)c2cccc(C(=O)N(C)CC(=O)Nc3ccc(F)c(F)c3F)c2)CC1	-12	-12	-5	·	1	·	0.5	·
C[C@@H](C(=O)Nc1cc(C(F)(F)F)ccc1N1CCOCC1)N1C(=O)C2CC=CCC2C1=O (some centres not stated)	1	-2	-6	·	0	-0.1	0.2	·
Cc1nn(-c2nc3ccccc3[nH]2)c(=O)c2ccccc12	-7	-4	88*	·	17	1.0	0.3	-86
CC(C)(C)NC(=O)COC(=O)c1ccc(S(=O)(=O)N2CCCC2)cc1	-6	-1	4	·	·	·	-0.1	·
CC(=O)C1C(c2ccc(C)cc2)c2c(noc2C)CC1(C)O (configuration not stated)	-1	6	8	·	-2	2.5	0.0	-5
Cc1ccc(S(=O)(=O)Nc2cccc3c2O[C@@H](CN(C)S(=O)(=O)c2ccc(Cl)cc2)[C@@H](C)CN([C@H](C)CO)C3=O)cc1	5	-35	-3	·	·	-0.1	-0.7	·
O=C1c2ccccc2C(=O)N1CCCn1c2ccc(Cl)cc2c2nc3ccccc3nc21	-4	-2	1	·	5	0.4	0.2	·
C#CCN(C#N)c1nc(NCC)nc(NC(C)C)n1	0	-6	7	0	·	·	·	-8
Brc1ccccc1-c1nnc(CSc2nncn2-c2ccccc2)o1	·	·	·	-1	0	2.2	·	28
N#CCCN(C(=O)COC(=O)Cc1ccc(Br)cc1)c1ccccc1	-4	-2	12	·	5	2.0	0.0	·
O=C(/C=C/c1ccccc1)OCC(=O)N1CCN(c2ccccc2)CC1	-5	26	5	4	6	1.2	0.0	·
Cc1nnc(SCC(=O)NCc2ccc3c(c2)OCO3)n1C	-10	-6	-3	·	17	3.0	0.1	·
C[C@H](CO)N1C[C@H](C)[C@@H](CN(C)S(=O)(=O)c2ccc(F)cc2)Oc2ccc(NC(=O)CCC(F)(F)F)cc2C1=O	13&-7	-13&-25	-1&-1	0&10	7&-10	0.0&0.0	0.4&-0.1	-3&2
CCCCn1c(N)c(N(CC(C)C)C(=O)CC(NC(=O)c2ccccc2Cl)c2ccccc2)c(=O)[nH]c1=O (configuration not stated)	-8	-5	2	2	-9	0.2	0.0	-4
Cc1c(NC(=O)COC(=O)/C=C/c2cccc(F)c2)c(=O)n(-c2ccccc2)n1C	2	-2	-2	0	-8	0.3	0.1	-8
C/C=C/c1ccc([C@H]2[C@@H](CO)N(C(=O)CC)[C@H]2CN(C)Cc2cncnc2)cc1	-7	-10	·	·	·	-0.2	-0.1	·
Cc1ccc(-c2nnn(CC(=O)NCCc3ccc4c(c3)OCO4)n2)cc1	-12	-3	7	-9	-1	·	0.0	-2
COC(=O)c1ccccc1NC(=O)Cn1nnc(-c2ccc3c(c2)OCO3)n1	-5	-1	·	-4	14	0.0	0.0	2
O=C(C[C@H]1C=C[C@@H](NC(=O)C2CCOCC2)[C@@H](CO)O1)NCc1ccncc1	4	21	0	-2	-2	0.2	-0.1	4
Cc1cc(C)c(N(C(=O)c2csnn2)C(C(=O)NC(C)(C)C)c2ccncc2)c(C)c1 (configuration not stated)	5	-9	3	·	-2	4.1	0.2	·
OC[C@@H]1[C@@H](c2ccc(/C=C/c3ccccc3)cc2)[C@H]2CN(Cc3cccnc3)CCCCN12	44	4	-23	5	·	-0.3	0.2	10
CCCCc1ncc(CN2CCC(n3nccc3NC(=O)c3ccccc3OC)CC2)[nH]1	-1	1	4	-10	4	·	0.0	9
O=C(Nc1nnc(S(=O)(=O)N2CCCCCC2)s1)c1ccccc1Cl	-20	-11	5	-1	-10	0.2	0.6	0
Cc1noc(C)c1S(=O)(=O)Nc1ccc2c(c1)C(=O)N([C@@H](C)CO)C[C@@H](C)[C@@H](CN(C)Cc1ccc(-c3ccccc3)cc1)O2	-10	-3	2	·	·	-0.2	0.1	1
